RECQ1 helicase: qHTS Assay for Inhibitors of RecQ-Like Dna Helicase 1 (RECQ1); ATP-dependent DNA helicase Q1 (Homo sapiens), P46063; RECQ1 DNA unwinding, red fluorescence kinetic read; Potency, µM (highest dose often 57.3 µM), for inactives: top-dose activity, negative = inhibition, usual class: inhibitors; 240,000 compounds, 0.54% hits; AID 2549, 2010;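 further: plate controls were vehicle for no effect and no enzyme for full effect; nearly all actives have a fitted effect of over 30% in size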
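RECQ1T1 50 nM; forked duplex (20 bp + 30-nt ss tails) 200 nM, ATP 2 mM final; pH 8.0, 2 mM MgCl2, 2.5 ug/ml poly(dI-dC); 15 min compound preincubation; discontinuous kinetic read over 2 h at RT.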
Tau ThT inhib: qHTS for Inhibitors of Tau Fibril Formation, Thioflavin T Binding; recombinant tau K18 P301L, heparin-induced fibrillization, ThT fluorescence; Potency, µM (highest dose often 57.4 µM), inactives show at the top dose activity, negative = inhibition, hits mostly inhibitors; 270,000 compounds, 2.1% hits; further: on the % scale 0 is the no-effect control and ±100 the full control effect; nearly all actives have a fitted effect of over 55% in size
Target sequence (P10636 561-689 P618L limits assumed): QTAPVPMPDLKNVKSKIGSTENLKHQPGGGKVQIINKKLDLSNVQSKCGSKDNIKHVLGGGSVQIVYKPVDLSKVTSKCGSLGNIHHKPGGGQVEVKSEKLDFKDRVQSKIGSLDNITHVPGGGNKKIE
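Using a mix of unlabeled (15 uM) and Alexa 594-labeled (0.24 uM) tau K18 P301L, heparin-triggered fibrillization over 6 hr at 37 C was scored by ThT fluorescence.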
LMNA splice mod: qHTS Assay for Modulators of Lamin A Splicing. HeLa LMNA splicing GFP/RFP minigene ratio, 48 h. Potency, µM (titrated, usually from 46.1 µM), for the others: at the top dose ratio change, negative = inhibition, hits mostly inhibitors. 200,000 compounds, 0.01% hits. AID 1487, 2009; active means well fitted inhibition curve with a large enough effect in the signal ratio, with a control signal flat, not every such curve was filed as active; inconclusive means small, poorly fitted or top-dose-only effect, or effect the other way, or a change in a side signal; the % refers to the signal ratio; further: on the % scale 0 is the no-effect control and ±100 the full control effect
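Read-out is the ratio of GFP to DsRed2 object intensity, acquired by 488 nm laser-scanning cytometry on HeLa lamin A-EGFP minigene reporter cells. Compound incubation 48 hrs at 37 °C in Opti-MEM with 2% FBS; DMSO 0.5% final.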
SMN2 splice up: qHTS Assay for Enhancers of SMN2 Splice Variant Expression; HEK293 SMN2-luciferase splicing reporter, luminescence, 30-36 h; Potency, µM (doses to about 46.1 µM), for the others: top-dose activity change, positive = activation, actives largely listed as activators; 210,000 compounds, 2.8% hits; AID 1458, 2008; further: % of control where 0% means no effect; nearly all actives have a fitted effect of over 55% in size
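qHTS luciferase splicing reporter: luminescence rises when SMN2 exon 7 is included in transfected HEK293 cells. Compound exposure lasted 30-36 h at 37C, with 4.5 mM final sodium butyrate as control, followed by a ONE-Glo read.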
ALDH1A1 inh: qHTS Assay for Inhibitors of Aldehyde Dehydrogenase 1 (ALDH1A1). Purified ALDH1A1, NADH fluorescence, propionaldehyde substrate. Potency, µM (top dose mostly 75.3 µM), inactives show at the top dose activity, negative = inhibition, hits mostly inhibitors. AID 1030, 2008. 220,000 compounds, 7.3% hits; active means well fitted inhibition curve with a large enough effect, not every such curve was filed as active; inconclusive means small, poorly fitted or top-dose-only effect, or another doubt; inactive means no such curve, though single readings can be large or run the other way;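 further: plate controls were no enzyme wells and a reference inhibitor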
Target sequence (P00352 whole entry, looked up): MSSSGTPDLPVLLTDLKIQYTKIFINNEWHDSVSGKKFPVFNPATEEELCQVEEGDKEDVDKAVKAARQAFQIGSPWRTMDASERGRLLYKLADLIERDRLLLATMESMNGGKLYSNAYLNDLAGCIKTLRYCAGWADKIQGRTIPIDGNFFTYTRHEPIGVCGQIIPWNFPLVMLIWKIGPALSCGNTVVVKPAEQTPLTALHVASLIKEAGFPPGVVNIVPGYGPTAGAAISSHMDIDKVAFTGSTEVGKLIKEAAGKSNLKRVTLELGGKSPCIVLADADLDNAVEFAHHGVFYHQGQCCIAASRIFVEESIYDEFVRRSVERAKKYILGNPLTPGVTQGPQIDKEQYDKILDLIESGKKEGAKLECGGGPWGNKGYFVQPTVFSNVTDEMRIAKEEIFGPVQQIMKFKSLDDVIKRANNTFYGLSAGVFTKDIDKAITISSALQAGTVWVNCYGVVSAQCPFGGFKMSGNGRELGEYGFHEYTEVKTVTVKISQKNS
KDM4E inh: qHTS Assay for Inhibitors of Human Jumonji Domain Containing 2E (JMJD2E). Lysine-specific demethylase 4E (Homo sapiens), B2RXH2. JMJD2E catalytic domain, FDH-coupled NADH fluorescence (FDH is formaldehyde dehydrogenase). Potency, µM (titrated, usually from 57.1 µM), without a hit: top-dose activity change, negative = inhibition, usual class: inhibitors. 230,000 compounds, 1.6% hits. AID 2147, 2009; active means well fitted inhibition curve with a large enough effect, not every such curve was filed as active; inconclusive means small, poorly fitted or top-dose-only effect, or another doubt; inactive means no such curve, though single readings can be large or run the other way;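 further: 0% = wells with enzyme and -100% = buffer wells without enzyme; nearly all actives have a fitted effect of over 50% in size; many of its hits are not listed in these tables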
Target sequence (B2RXH2 1-337 limits assumed): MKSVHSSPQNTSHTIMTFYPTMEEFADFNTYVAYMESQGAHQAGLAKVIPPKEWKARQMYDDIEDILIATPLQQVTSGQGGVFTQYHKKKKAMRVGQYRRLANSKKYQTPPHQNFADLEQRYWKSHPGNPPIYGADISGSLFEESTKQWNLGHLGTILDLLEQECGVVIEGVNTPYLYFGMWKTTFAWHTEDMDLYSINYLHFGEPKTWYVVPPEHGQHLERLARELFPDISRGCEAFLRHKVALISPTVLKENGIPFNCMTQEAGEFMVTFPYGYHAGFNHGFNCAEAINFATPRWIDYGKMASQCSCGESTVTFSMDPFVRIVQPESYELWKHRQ
Luc counter: Counterscreen for Luciferase (Kinase-Glo TM) Inhibition | Luciferin 4-monooxygenase (Photuris pensylvanica), Q27757 | Kinase-Glo luciferase, ATP luminescence, 8 min | Potency, µM (titrated, usually from 38.3 µM), for inactives: at the top dose activity change, negative = inhibition, usual class: inhibitors | 200,000 compounds, 0.28% hits | AID 1379, 2008; further: on the % scale 0 is the no-effect control and ±100 the full control effect; nearly all actives have a fitted effect of over 60% in size
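Substrate mix (final 50 mM imidazole pH 7.2, 50 mM KCl, 7 mM MgCl2, 10 uM ATP, 0.01% Tween 20, 0.05% BSA) plus pin-tool compound, then Kinase-Glo detection mix; 8 min ambient, luminescence read.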
L3MBTL1 inh: qHTS Assay for the Inhibitors of L3MBTL1; Potency, µM (doses to about 57.1 µM), for the others: at the highest dose activity, negative = inhibition, usual class: inhibitors; AlphaScreen L3MBTL1–H3K9me1 peptide binding; 230,000 compounds, 0.66% hits; AID 485360, 2010; Lethal(3)malignant brain tumor-like protein 1 (Homo sapiens), Q9Y468; further: on the % scale 0 is the no-effect control and ±100 the full control effect; nearly all actives have a fitted effect of over 60% in size
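Displacement of a biotinylated histone H3(1-15) peptide monomethylated at Lys9 (75 nM) from L3MBTL1 (50 nM) was measured by AlphaScreen after a 30 min room-temperature compound incubation; cefsulodin titration served as intraplate control.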
Numbers without * were called inactive; i = inactive; ? = inconclusive; / = not tested or not shown; & = joins results of further samples; ! = a repeat was not active; [ ] = another dose, or the depositor's remark. Unless noted, the call rests on the fitted dose curve; in most records, active means well fitted curve in the direction sought with a large enough effect; inconclusive means small, poorly fitted or top-dose-only effect, or another doubt; inactive means no such curve, though single readings can be large; an effect the other way counts as inactive or inconclusive. Potency means the concentration at half of the fitted maximal effect.

SMILES	RECQ1 helicase	Tau ThT inhib	LMNA splice mod	SMN2 splice up	ALDH1A1 inh	KDM4E inh	Luc counter	L3MBTL1 inh
CCCCOC(=O)/C=C/c1ccc(OC(=O)OC)c(OC(=O)OC)c1	1%	-1%	-9%	-4%	-1%	4%	1%	8%
Cc1ccc(-c2c3c(=O)n(C)c(=O)n(C)c3cn2N2CCOCC2)cc1	-2%	-1%	4%	/	-1%	?	-4%	/
COc1ccc(-c2cc(C(F)(F)F)n3nc(C(=O)N4CCOCC4)nc3n2)cc1	-6%	-3%	16%	1%	-12%	?	0%	-8%
CCC(CO)NCc1ccc2c(c1)n(C)c(=O)n2C (stereo unspecified)	-9%	-6%	12%	/	-2%	1%	/	4%
CC1CCN(S(=O)(=O)N2CCC(C(=O)NCc3cccs3)CC2)CC1	-6%	2%	8%	-13%	?	2%	-1%	29%
C/C=C/C(=O)Nc1nnc(-c2ccccc2C)s1	-9%	-2%	/	/	7%	-9%	-2%	1%
C=CCOc1ccccc1C1C2=C(CC(C)(C)CC2=O)Nc2c1c(=O)n(C)c(=O)n2C (stereo unspecified)	-4%	-11%	7%	0%	?	?	-7%	5%
C[N+]1(C)CC2([N+](=O)[O-])CC=C(Oc3ccccc3)C([N+](=O)[O-])(C2)C1 (stereo unspecified)	-7%	-5%	0%	-4%	12%	-8%	5%	20%
Cn1c(=O)c2c(nc(SCCN3CCCCC3)n2C)n(C)c1=O	15%	-8%	?	-11%	6%	-6%	-1%	7%
Cn1nnnc1SCC(=O)c1ccc(Br)s1	i	-18%	?	-7%	?	2%	-1%	6%

Reprinted from the part before: 3 entries, then new ones.
SMILES	RECQ1 helicase	Tau ThT inhib	LMNA splice mod	SMN2 splice up	ALDH1A1 inh	KDM4E inh	Luc counter	L3MBTL1 inh
C[N+]1(C)CC2([N+](=O)[O-])CC=C(Oc3ccccc3)C([N+](=O)[O-])(C2)C1 (stereo unspecified)	-7%	-5%	0%	-4%	12%	-8%	5%	20%
Cn1c(=O)c2c(nc(SCCN3CCCCC3)n2C)n(C)c1=O	15%	-8%	?	-11%	6%	-6%	-1%	7%
Cn1nnnc1SCC(=O)c1ccc(Br)s1	i	-18%	?	-7%	?	2%	-1%	6%
CCn1c(CSc2nc3ccccc3s2)nnc1SCC(=O)c1ccc(O)cc1O	-8%	-6%	8%	?	-3%	-4%	-5%	/
COc1ccc(CC(=O)OCc2cc(=O)n3cc(Br)ccc3n2)cc1OC	-3%	-11%	?	-22%	?	?	1%	-4%
O=C(NCc1ccc(Cl)cc1)c1n[nH]c([N+](=O)[O-])c1Cl	i	7%	/	20%	-1%	1%	4%	60%[activator]
CNc1ccc(/C=C(\C#N)c2ccccn2)cc1[N+](=O)[O-]	i	?	/	10µM*	-1%	1%	-3%	/
CCc1ccc(/C=C(\Cl)c2nc3cc(Cl)ccc3c(=O)[nH]2)cc1	0%	-18%	-9%	-4%	2%	5%	1%	0%
CCN(CC)c1ccc2c(c1)oc(=O)c1c(Cl)cc(=O)oc12	-21%	21%	?	-2%	2.2µM*	-10%	-1%	5%[11.4 µM]
CCc1nnc(NC(=O)CSc2nc3cccnc3n2C2CCCCC2)s1	-3%	-17%	?	13%	2%	-5%	-2%	/
CCOc1cc(CNc2ccc(N3CCCCC3)cc2)cc(Br)c1OCC(=O)NC(C)(C)C	-11%	?	?	-25%	?	3.2µM*	-3%	28µM*
COC(=O)c1ccc([C@@H]2C[C@H]3CN(Cc4cccnc4)C(=O)[C@]34CCCN24)cc1	9%	?	/	/	0%	-24%	1%	-1%
COCCCNC(=O)Cn1nnc(-c2ccccc2NC(=O)c2ccccc2F)n1	-2%	-9%	2%	-3%	?	80%[activator]	7%	0%

KDM4E inh, entries above that show a hit.
mol	RECQ1 helicase	Tau ThT inhib	LMNA splice mod	SMN2 splice up	ALDH1A1 inh	KDM4E inh
CCOc1cc(CNc2ccc(N3CCCCC3)cc2)cc(Br)c1OCC(=O)NC(C)(C)C	-11%	?	?	-25%	?	3.2µM*

Next section.
SMILES	RECQ1 helicase	Tau ThT inhib	LMNA splice mod	SMN2 splice up	ALDH1A1 inh	KDM4E inh	Luc counter	L3MBTL1 inh
N#CCC(CNc1ncc(C(F)(F)F)cc1Cl)OC(=O)c1cccc([N+](=O)[O-])c1 (stereo unspecified)	-24%	-12%	?	19%	?	-6%	1%	-9%
O=C1CSC(c2cn(-c3ccccc3)nc2-c2cccs2)N1Cc1ccccc1 (stereo unspecified)	-4%	-10%	3%	4%	3%	-1%	-2%	/
Cc1cccc(NCCC#N)c1	-5%	12%	-9%	/	-7%	2%	-2%	-10%
CC(C)(C)NC(=O)/C(=C\c1ccc(Br)cc1)NC(=O)c1cccs1	-6%	-9%	-1%	-5%	4%	1%	1%	10%
COc1c(C)cc(C(=O)C2CCCN(C(=O)C3=C(C)OCCO3)C2)cc1C (stereo unspecified)	i	10%	/	/	-14%	-4%	/	49%[activator]
COc1ccc(NC(=S)NCc2cccnc2)cc1	i	-13%	/	/	0%	-12%	/	/
CCCc1nc2sc3c(=O)[nH]cnc3c2c2c1CCCC2	-16%	-8%	/	/	-9%	-3%	/	-4%
Cc1ccc(S(=O)(=O)CCc2nc3ccccc3[nH]2)cc1C	-3%	-5%	-25%[46 µM]	-15%	8%	-8%	0%	-16%
Cc1ccc(S(=O)(=O)NCC(c2ccco2)N2CCOCC2)cc1 (stereo unspecified)	i	5%&4%	-1%[46 µM]	3%	?	-4%	0%	3%
O=C(CSc1nc2ccccc2[nH]1)Nc1ccc2c(c1)OCCO2	-14%	?	?	-6%	?	-4%	14%	-2%

Three entries drawn at random from those above:
SMILES	RECQ1 helicase	Tau ThT inhib	LMNA splice mod	SMN2 splice up	ALDH1A1 inh	KDM4E inh	Luc counter	L3MBTL1 inh
COc1ccc(-c2cc(C(F)(F)F)n3nc(C(=O)N4CCOCC4)nc3n2)cc1	-6%	-3%	16%	1%	-12%	?	0%	-8%
CCC(CO)NCc1ccc2c(c1)n(C)c(=O)n2C (stereo unspecified)	-9%	-6%	12%	/	-2%	1%	/	4%
C[N+]1(C)CC2([N+](=O)[O-])CC=C(Oc3ccccc3)C([N+](=O)[O-])(C2)C1 (stereo unspecified)	-7%	-5%	0%	-4%	12%	-8%	5%	20%

Continued:
SMILES	RECQ1 helicase	Tau ThT inhib	LMNA splice mod	SMN2 splice up	ALDH1A1 inh	KDM4E inh	Luc counter	L3MBTL1 inh
O=c1ccsn1Cc1ccccc1	-10%	10µM*	7%	11%	?	5%	3%	/
Cc1cc(O)c(C)c(O)c1C(=O)O	-1%	-3%	/	-2%	-1%	1%	-3%	/
COC(=O)C1=C(C)N(Cc2ccccc2)C(=O)N[C@H]1c1ccccc1	-3%&-10%	-12%&4%	?	-10%&-29%	7.9µM*!	-5%&5%	0%&1%	-3%
CCOC(=O)c1ccc(NC(=O)CSc2nnc(C3CC3)n2C)cc1	-1%	?	-7%	-9%	-14%	-1%	-2%	37%[activator]
COc1ccc(CN2C(=O)CN(C3CCCCCC3)C(=O)C2c2ccc(F)cc2)cc1 (stereo unspecified)	-11%	0%	2%	-21%	?	6%	2%	8%
CCN(Cc1ccccc1)C(=O)COC(=O)Cn1cnc2ccccc21	0%	8%	0%[46 µM]	0%	-14%	-4%	2%	-2%
COc1cccc(N/C(N)=N/c2nc(C(F)(F)F)cc(=O)[nH]2)c1	-15%	-6%	-10%	14%	6%	-3%	2%	?
N#CCC(=O)N/N=C/c1ccc(OC2CSC2)cc1	-7%	?	/	5%	-4%	?	2%	-3%
S=C(NCc1ccccc1)NNc1ccccc1	i	?	/	/	?	-16%	/	/
COc1ccc(NC(=O)C(c2ccccn2)N(C(C)=O)c2ccc(C)cc2)cc1 (stereo unspecified)	-15%	-12%	-3%	2%	6%	-2%	3%	1%
O=C(Nc1nccs1)c1cc(S(=O)(=O)N2CCOCC2)c(Cl)cc1Cl	-13%	-13%	?	-1%	-1%	3%	1%	1%
O=S1(=O)CCN2N=C(C34CC5CC(CC(C5)C3)C4)SC2=N1	i	-3%	-1%[46 µM]	-8%	24%	14%	5%	-3%
COC(=O)NC(c1ccccc1)c1c[nH]c2ccccc12 (stereo unspecified)	14%	-6%	/	0%	6%	12%	1%	/
COC(=O)/C=c1/s/c(=C(\C#N)C(=O)NCc2ccco2)n(-c2ccc(C)cc2)c1=O	-10%	-2%	3%	/	-2%	0%	/	-8%
Nc1nc(-c2ccc(Br)cc2)c(S(=O)(=O)c2ccccc2)s1	-8%	-7%	10%	10%	0%	-4%	-2%	-3%
COc1ccc(CNC(=O)c2noc(C(C)C)c2[N+](=O)[O-])cc1	-2%	-3%	7%	-1%[1.84 µM]	-2%	-2%	0%	-2%
CC(=O)NCc1c(Cl)cccc1-n1cccc1	10%	-3%	-1%	1%	2%	-7%	-4%	-3%
O=C(Nc1ccc(F)cc1)Nc1cc(S(=O)(=O)N2CCOCC2)ccc1N1CCCC1	-9%	14%	/	-11%	4%	-8%	8%	?
COc1ccc(C(=O)COC(=O)C(CCCCN2C(=O)C3C4C=CC(C4)C3C2=O)N2C(=O)C3C4C=CC(C4)C3C2=O)cc1 (stereo unspecified)	-9%	-13%	4%	-54%[inhibitor]	10µM*	-4%	2%	9%

Source: PubChem

The list is partial; the hit share may differ from the screen's.
